FXIIa inh 1536 – human FXIIa protease inhibitors, primary screen, biochemical, 1536-well; Coagulation factor XII (Homo sapiens), P00748; purified FXIIa, Boc-QGR-AMC fluorogenic substrate, 2 h; inhibition, % at 5 µM; 220,000 tested, 0.3% active; in the data active means inhibition above about 40%;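 further: 0% = enzyme with no compound and 100% = blank without enzyme; many of its hits are not listed in these tables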
Tb hexokinase – Trypanosoma brucei hexokinase 1 inhibitors, primary screen, biochemical, G6PDH-coupled NADH absorbance, MLSCN library. hexokinase 1 [Trypanosoma brucei]. recombinant TbHK1, G6PDH-coupled NADH A340. inhibition, % at 10 µM. 220,000 tested, 0.11% active;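 active means inhibition of 50% or more in the single-dose primary screen; inactive means inhibition below 50%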
PGE2 EP2 inh – human EP2 receptor antagonists, primary screen, TR-FRET cAMP, C6 glioma cells; inhibition, % at 25 µM; C6 glioma cells expressing human EP2; cells stimulated with saturating PGE2; 260,000 tested, 0.52% active;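 active means percent inhibition above 40 after rounding to a whole number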;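 further: rat C6 glioma host cells with rolipram phosphodiesterase inhibitor present; the protocol text gives 20 µM as final concentration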
Target sequence (P43116 whole entry, looked up): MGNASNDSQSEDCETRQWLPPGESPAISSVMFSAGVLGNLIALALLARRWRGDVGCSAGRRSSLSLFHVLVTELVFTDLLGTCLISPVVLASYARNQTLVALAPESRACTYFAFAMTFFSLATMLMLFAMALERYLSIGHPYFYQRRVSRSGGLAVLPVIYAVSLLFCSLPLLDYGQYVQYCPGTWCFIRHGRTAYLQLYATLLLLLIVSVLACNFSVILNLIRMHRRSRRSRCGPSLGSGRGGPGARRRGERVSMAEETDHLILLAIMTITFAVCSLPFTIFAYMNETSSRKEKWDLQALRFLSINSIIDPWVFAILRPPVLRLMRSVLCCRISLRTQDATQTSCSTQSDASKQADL
FXIa inh – human FXIa protease inhibitors, primary screen, biochemical, 1536-well. AID 798, 2007. inhibition, % at 5 µM. 220,000 tested, 0.14% active. purified FXIa, Boc-Glu-Ala-Arg-AMC fluorogenic substrate;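 active means inhibition of at least 40%; inactive means inhibition below 40%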;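 further: fluorescence of freed AMC excited at 355 nm; 0% = enzyme without compound and 100% = no enzyme blank; many of its hits are not listed in these tables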
TNF death inh – inhibitors of TNF-alpha triggered necroptosis, primary screen, cell-based, Jurkat FADD-/-, single concentration; Jurkat FADD-/- TNF necroptosis rescue, ATP luminescence, 24 h; 0 = TNF only, 100 = no-TNF cells; activation (protection from cell death), % at 10 µM; 220,000 tested, 0.068% active;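 active means activation, meaning protection from cell death, of at least 50% relative to plate controls; inactive means activation below 50%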;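 further: necroptosis triggered by 40 ng/mL TNF-alpha added together with compound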
Wee1 stabilizer – Wee1 degradation inhibitors, primary screen, cell-based, HeLa, Wee1K328M-luciferase, luminescence. Wee1-like protein kinase (Homo sapiens), P30291. HeLa Luc-Wee1K328M stability; 100% = proteasome inhibitor MG132 effect. reporter increase, % at 5 µM. 220,000 tested, 1.2% active;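 active means activation above the mean of all tested compounds plus 3 SD, set per screening run, cut at about 8.8% in these data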;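 further: cells exposed to compound for 20 h before luminescence read; 0% = DMSO alone and 100% = MG132 at 30 µM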
Target sequence (P30291 whole entry K328M): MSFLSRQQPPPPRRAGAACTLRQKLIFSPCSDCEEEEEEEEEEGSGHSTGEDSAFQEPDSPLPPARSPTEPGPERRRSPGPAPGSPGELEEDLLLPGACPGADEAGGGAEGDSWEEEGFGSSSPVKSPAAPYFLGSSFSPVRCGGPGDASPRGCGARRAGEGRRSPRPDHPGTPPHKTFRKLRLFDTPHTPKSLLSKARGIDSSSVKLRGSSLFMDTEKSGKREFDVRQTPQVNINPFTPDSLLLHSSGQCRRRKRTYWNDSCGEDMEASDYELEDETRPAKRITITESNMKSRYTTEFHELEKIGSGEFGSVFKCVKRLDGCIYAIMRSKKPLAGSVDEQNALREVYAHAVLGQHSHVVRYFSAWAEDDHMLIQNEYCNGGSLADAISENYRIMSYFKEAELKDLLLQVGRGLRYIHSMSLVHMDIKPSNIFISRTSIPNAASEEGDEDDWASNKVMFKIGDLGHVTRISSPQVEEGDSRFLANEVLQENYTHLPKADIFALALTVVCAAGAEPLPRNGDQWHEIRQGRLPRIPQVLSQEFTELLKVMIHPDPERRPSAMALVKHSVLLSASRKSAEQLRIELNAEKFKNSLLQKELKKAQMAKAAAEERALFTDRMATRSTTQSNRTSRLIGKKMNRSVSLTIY
PPC-1+TRAIL kill – compounds killing PPC-1 cancer cells with TRAIL present, primary screen, TRAIL potentiator project, ATPLite luminescence, uHTS; PPC-1 cells + TRAIL, ATPLite viability luminescence; 220,000 tested, 0.41% active; cell killing (% activity), % at 4 µM;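 active means cell killing above 50% in the first pass at 4 µM, then a duplicate retest at 5 µM averaging 50% or more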;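 further: plate controls were cells with TRAIL plus DMSO for no effect and medium-only wells lacking cells for full effect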
CHOP inh – inhibitors of CHOP promoter induction, primary screen, cell-based, unfolded protein response, luciferase reporter. inhibition, % at 10 µM. AID 2732, 2010. 220,000 tested, 3.8% active. CHO-K1 CHOP-promoter luciferase, tunicamycin-induced, 15-18 h;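 active means compounds that reduced the stress-induced luciferase reporter signal by more than about 70% of percent inhibition, limit read from the data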;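 further: 0% = tunicamycin plus vehicle and 100% = wells without tunicamycin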
L929 necroptosis – inhibitors of zVAD-triggered necroptosis, primary screen, L929 cells; L929 zVAD necroptosis rescue, ATP luminescence, 24 h; with zVAD 60 µM; viability rescue, % at 10 µM; 220,000 tested, 0.38% active;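 active means activation, scaled between plate controls, above about 75%, limit read from the data; inactive means activation under that limit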;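 further: 0% = zVAD with DMSO and 100% = DMSO alone without zVAD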
* hit, by the source's call; x = not tested or not shown; & = joins results of further samples; [ ] = another dose, or the depositor's remark. An excerpt; the hit share may differ from the screen's.

Compound	PPC-1+TRAIL kill	FXIa inh	Tb hexokinase	TNF death inh	FXIIa inh 1536	CHOP inh	L929 necroptosis	Wee1 stabilizer	PGE2 EP2 inh
O=C1CCN(C(=O)Nc2ccccc2Cl)N1	-22	22	-3	-2.7	17	34	-0.2	0	11
O=C(COC(=O)c1ncc(Cl)c(Cl)c1Cl)NC(=O)NCc1ccccc1	-2	1	-1	2.1	4	63	0.8	-1	3
O=C(NC(=S)Nc1nc2c(s1)CSc1ccccc1-2)c1ccccc1	32	7	-25	-6.5	14	39	-0.2	-1	12
O=C(Nc1cc(Cl)ccc1Cl)c1ccc(-c2ccccc2)cc1	16	23	27	1.0	27	24	0.5	0	7
CC1(C)CC(=O)C2=C(C1)N(c1ccc(F)cc1)C(N)=C(C#N)C2c1cccs1 (stereo not given)	17	0	-8	-0.8	15	-27	-0.3	-2	9
CCCS(=O)(=O)NCCc1cc2ccc(OC)cc2[nH]c1=O	7	-8	-12	0.7	-2	16	1.0	-5	11
CCOC(=O)CN1C(=O)NC2NC(=O)NC21 (stereo not given)	23	6	15	0.0	9	-25	-0.4	-2	14
Cc1ccc(C)c(NC(=O)CCC(=O)N/N=C/c2cc([N+](=O)[O-])ccc2O)c1	15	1	-11	-6.1	8	32	10	-1	6
COc1ccc(OC)c(Nc2nc(-c3sc(C)nc3C)cs2)c1	18	4	1	-6.9	14	21	2.3	1	11
CCOC(=O)c1c(-c2ccc(C)o2)csc1NC(=O)CN1CCCCC1	5	2	3	-0.3	9	35	45	-3	4
CCCNC(=O)C1CCN(S(=O)(=O)c2cccs2)CC1	7	0	2	0.6	6	9	2.3	-5	2
CCN(CC)c1ccc(NC(=O)COc2ccccc2C)cc1S(=O)(=O)Nc1ccccc1OC	29	0	2	5.2	7	22	5.2	-1	4
COC(CNC(=O)C(C)n1nc(C)c2ccccc21)OC (stereo not given)	18	-3	3	0.6	4	-2	8.1	2	15
CCOC(=O)c1[nH]c(C)c(/C(O)=C2\C(=O)C(=O)N(CCCN(C)C)C2c2ccncc2)c1C (stereo not given)	-1	0	-7	-3.0	-7	-15	0.2	-2	5
Cc1ccc(N=CC=C2OC(C)(C)C(C)(C)O2)c(C)c1	20	7	-12	-9.1	8	-13	1.4	6	10
O=C(OCN1C(=O)c2ccccc2C1=O)C1CCCCC1	16	2	-4	0.5	12	18	0.9	0	11
Cc1ccnc(NC(=O)Nc2cccc(F)c2)c1	7	10	8	7.4	18	51	92*	0	8
CC(C)(C)NC(=O)NC(=O)COC(=O)c1cc(=O)[nH]c2ccccc12	-3	-13	-14	-0.8	16	13	0.6	-2	18
Cc1ccc(NC(=O)N2CCC(C(=O)NCc3ccccc3)CC2)cc1	26	6	-4	1.3	21	-12	1.5	-1	11
O=C(N/N=C/c1ccc([N+](=O)[O-])o1)C(O)c1ccccc1 (stereo not given)	-2	5	-26	-13	14	-50	2.3	0	5

Among those listed so far, three have a Cl atom:
Compound	PPC-1+TRAIL kill	FXIa inh	Tb hexokinase	TNF death inh	FXIIa inh 1536	CHOP inh	L929 necroptosis	Wee1 stabilizer	PGE2 EP2 inh
O=C1CCN(C(=O)Nc2ccccc2Cl)N1	-22	22	-3	-2.7	17	34	-0.2	0	11
O=C(COC(=O)c1ncc(Cl)c(Cl)c1Cl)NC(=O)NCc1ccccc1	-2	1	-1	2.1	4	63	0.8	-1	3
O=C(Nc1cc(Cl)ccc1Cl)c1ccc(-c2ccccc2)cc1	16	23	27	1.0	27	24	0.5	0	7

Continued:
Compound	PPC-1+TRAIL kill	FXIa inh	Tb hexokinase	TNF death inh	FXIIa inh 1536	CHOP inh	L929 necroptosis	Wee1 stabilizer	PGE2 EP2 inh
COc1ccc(N2C(=O)CC(NCc3cccs3)C2=O)cc1 (stereo not given)	-3	5	3	-2.2	16	-18	-0.1	-2	10
CCN1C(=O)NC(c2cccnc2)C(C(=O)OC)=C1C (stereo not given)	-15	3	5	0.5	-5	33	1.1	1	10
COc1ccc2nc(NC(=O)CCN3C(=S)NC(C)(C)CC3C)sc2c1 (stereo not given)	16	1	-2	0.6	3	-5	0.8	-2	10
CCN(CC)C(=S)Nc1ccc(Cl)c(Cl)c1	31	0	40	0.6	9	30	0.3	0	6
COc1ccc(/C=N/NC(=O)C(=O)N2CCCC2)cc1	3	2	-6	0.7	5	-1	0.6	-2	4
O=C(CSc1nnc(Cc2ccccc2)o1)Nc1ccc(Br)cn1	-8	-13	-18	-0.4	-3	15	-0.1	1	2
O=c1[nH]c(=S)[nH]c2[nH]c(=S)[nH]c12	4	3	1	0.9	9	0	-0.2	-1	9
Cc1cc(=O)n2ccccc2c1C#N	5	-16	-31	0.6	0	-33	-0.5	1	7
Nc1ccc(S(=O)(=O)Nc2ccnn2-c2ccccc2)cc1	-3	-1	-7	0.5	10	6&5	-0.5	x	13&11&11
CNC(=O)c1cc2cccc(OC)c2oc1=O	13	6	-8	-0.5	8	13	0.6	3	18
CC(=O)NC1C(=O)N=C(SCC(=O)Nc2sc3c(c2C#N)CCCCCC3)NC1=O (stereo not given)	2	-1	-6	1.3	1	2	0.3	-2	7
c1ccc(Cn2c(CNc3nc4ccccc4n3CCN3CCOCC3)nc3ccccc32)cc1	9	-4	-11	0.9	-2	35	0.3	-2	5
CCOC(=O)C1CCN(S(=O)(=O)c2ccc(Cl)cc2OC)CC1	-8	2	0	1.1	17	31	0.3	-2	8
O=C(CCCOc1ccccc1)NCCc1nc2ccccc2[nH]1	10	-1	-2	4.1	5	4	5.8	-5	7
CCOc1cc(NC(=S)NCC2CCCO2)c(OCC)cc1NC(=O)c1ccccc1 (stereo not given)	8	7	-11	-1.7	18	-4	0.2	0	7
CC(=O)Nc1nonc1-c1nc2ccccc2n1CCC(C)C	8	3	2	-3.6	16	37	-0.3	-1	x
CCOC(=O)CNC(=S)n1cnc(N)n1	-18	4	7	0.5	13	-16	-1.0	3	4
N#Cc1ccc(Oc2ccc(C(N)=O)cc2)cc1C#N	12	14	-9	-0.3	35	3	0.1	2	11
CCCN1C(=O)c2ccccc2NC1c1ccc(OC)c(CSc2ccccn2)c1 (stereo not given)	5	-5	-6	0.7	-2	16	0.2	0	8
CCC(=O)N=c1ccn(C2=Nc3ccccc3NC2=C(C#N)C#N)cc1	5	-4	-23	-1.8	10	5	-0.3	1	1
O=C(Nc1ccc(F)c(Cl)c1)c1ccc2c(=O)n3c(nc2c1)CCCCC3	2	4	0	-6.5	7	22	-0.8	1	14
CCOC(=O)C1(CCCc2ccccc2)CCN(C2CCSCC2)CC1	5	-3	9	2.8	4	39	-0.1	0	2
CC(C)(C)c1ccc(C(=S)N2CCN(c3ccccc3)CC2)cc1	2	2	15	2.1	9	8	-0.8	0	6
CC(=O)N/N=C(\C)CC(=O)Nc1cccc(C(F)(F)F)c1	-4	-2	7	-0.2	6	4	1.6	1	7
O=C(Nc1cccc([N+](=O)[O-])c1)c1cc2ccccc2cc1O	28	4	-17	-27	8	86*	3.7	10*	23
Cc1cccc(NC(=O)COC(=O)Cc2c[nH]c3ccccc23)c1C	2	16	0	1.1	23	-13	-0.3	0	6
COc1ccc(CC(C)N2CCN(Cc3ccccc3)CC2)c(OC)c1 (stereo not given)	-1	-1	4	4.3	10	10	-0.3	-3	7
CCOC(=O)C1C(c2ccc(OC)c(OC)c2)c2c([nH][nH]c2=O)CC1(C)O (stereo not given)	22	0	-3	-9.2	6	4	0.0	-1	9
O=S(=O)(c1ccccc1)N1CN(Cc2ccc(F)cc2)c2nc3ccccc3nc21	4	2	-11	0.4	4	4	0.1	2	7
COc1ccccc1NC(=O)c1ccc(NS(=O)(=O)c2ccc(F)c(F)c2F)cc1	44	-10	31	1.0	-2	22	1.6	-2	6
CCNc1nc(NC(C)C)nc(N(C#N)C(C)C(=O)N(C)C)n1 (stereo not given)	33	2	3	-0.4	14	5	-0.8	-1	29
Cc1ccc(CNc2oc(-c3cccs3)nc2C#N)cc1	6	2	-2	-1.0	8	16	-0.4	-1	18
CCOC(=O)CSc1nnc(CNC(=O)Cc2ccccc2)n1C	6	17	-4	-3.1	26	12	-0.1	-2	7
Cc1ccccc1OCCn1cc(C(=S)N2CCN(C)CC2)c2ccccc21	-8	1	-7	1.7	11	24	-1.5	13*	17
Cc1cc(C)c(NC(=O)Nc2ccccc2)c(Cl)c1	24	6	-2	0.4	16	35	0.1	-1	7
CS/C(Nc1cc(Cl)ccc1Cl)=C(/C#N)C(=O)c1ccco1	21[5 µM]	4	-7	-14	10	64	-1.6	0	16
O=C(O)c1cccc(N/N=C/c2cc(Br)cc(Br)c2O)c1	22	5	2	1.4	6	-3	-0.5	-1	7
COc1ccc(OCC(=O)Nc2ccc(N3CCN(C(=O)c4ccco4)CC3)cc2)cc1	-23	-2	3	3.0	9	9	22	-4	10
CCC(C)NC(=O)CN(c1ccc2c(c1)OCO2)S(=O)(=O)c1c(C)n[nH]c1C (stereo not given)	6	-3	9	-0.2	5	25	0.2	3	20
CCOC(=O)C1CCCN(C(=O)c2sc3nc(-c4ccccc4)cn3c2C)C1 (stereo not given)	-13	-2	-2	-0.4	4	1	0.2	1	10
CSc1nnc(-c2ccncc2)n1/N=C/c1cn(-c2ccccc2)nc1-c1ccc(Cl)cc1	2	2	-20	-5.8	2	35	0.6	-3	4
O=C(O)CCc1nc2cccnc2n1Cc1ccccc1	-15	5	1	-0.2	15	18	1.1	0	2
Cc1cnc(SCc2cnc(C)nc2N)nc1	17	-6	-2	1.7	7	-3	0.1	4	2
COc1cccc(-c2nn3c(-c4cccc(C)c4)nnc3s2)c1	4	-11	-6	1.3	-4	41	7.9	0	6
O=C(CCn1cnnn1)Nc1ccc(F)cc1	-8	-3	1	0.6	4	-33	4.0	-5	-1
CCOc1ccc(C2C3=C(CCCC3=O)OC(N)=C2[N+](=O)[O-])cc1 (stereo not given)	-4	-7	-13	3.8	7	8	-0.7	-2	4
CCc1cccc(C)c1NC(=O)c1ccccc1	12	11	9	-0.9	12	-14	-0.8	0	2
CCCCn1c(O)c(N=NC(=O)c2ccncc2)c2cc(Br)ccc21	-3	5	-7	0.8	10	56	0.5	-2	4
CCc1cccc(CC)c1N(COC)C(=O)Cn1cnc2ccccc21	-3	-1	9	1.7	8	-12	-1.1	5	10
O=C(CCc1ccc(S(=O)(=O)NCc2ccccc2)cc1)NCc1ccco1	6	-1	4	0.6	8	12	0.6	2	12

Continued:
Compound	PPC-1+TRAIL kill	FXIa inh	Tb hexokinase	TNF death inh	FXIIa inh 1536	CHOP inh	L929 necroptosis	Wee1 stabilizer	PGE2 EP2 inh
Cc1cc(C)n(-c2nc3c(c(=O)n(C)c(=O)n3C)n2C)n1	12	-2	2	0.9	16	28	1.8	-2	17
O=C(NCc1cccnc1)c1ccc(Cl)c(S(=O)(=O)N2CCCCCC2)c1	16	0	-4	1.0	7	25	0.2	2	1
COc1ccc(S(=O)(=O)NCc2ccccn2)cc1	-6	3	-1	2.5	10	-9	0.2	-1	6
CCc1c(C)c(C#N)c2[nH]c3ccccc3n2c1=S	16	3	4	-2.3	9	37	2.1	2	14

From PubChem BioAssay
